FadD28 FP inh: M. tuberculosis FadD28 bisubstrate binding inhibition. FadD28 bisubstrate probe binding, fluorescence polarization. AID 588549. inhibition, % at 12.5 µM. 0.22% of 360,000 active; in the data active means inhibition above about 8.5%, passing the limit was not always enough; inconclusive means no clear call, values can overlap the other calls
BoNT F protease: BoNT F light chain protease inhibition; 0.22% of 360,000 active; inhibition, % at 10 µM; Multiplex microsphere protease cleavage assay, flow cytometry; in the data active means inhibition above about 35%, passing the limit was not always enough; inconclusive means no clear call, values can overlap the other calls; further: plate controls were buffer without enzyme for full effect and enzyme alone for no effect
Yp Topo-I inh: Y. pestis Topo-I inhibition via cleavage products; 0.064% of 360,000 active; Y. pestis Topo-I cleavage product accumulation, plate reader; activity, % at 10 µM; AID 504884; in the data active means activity above about 50%, passing the limit was not always enough; inconclusive means no clear call, values can overlap the other calls; further: inactives centre near 2
BoNT-A LC inh2: BoNT A light chain protease inhibition. multiplex microsphere protease substrate cleavage, flow cytometry. inhibition, % at 10 µM. 0.17% of 360,000 active. AID 588499; further: plate controls were buffer without enzyme for full effect and enzyme alone for no effect
PfHsp40 rescue: compounds rescuing yeast from Plasmodium falciparum HSP40 toxicity; S. cerevisiae expressing PfHsp40, growth rescue, ATP luminescence; growth rescue, % at 12.5 µM; 0.68% of 340,000 active; AID 504582; in the data active means growth rescue above about 28%, passing the limit was not always enough; inconclusive means no clear call, values can overlap the other calls;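 further: yeast W303a lacking pdr1 and pdr3 grown in galactose medium; growth measured after three days at 30 °C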
CCHFV vOTU inh: blocks the CCHF virus ovarian tumor domain protease; CCHFV vOTU protease, Pep-AMC fluorescence; inhibition, % at 11.5 µM; 0.55% of 370,000 active; in the data active means inhibition above about 30%; further: 0% = vehicle wells with enzyme and 100% = no enzyme wells
PrPC TRFRET: inhibitors of human cell surface prion protein PrPC; P04156; TR-FRET read-out; 0.43% of 370,000 active; inhibition, % at 13.8 µM; in the data active means inhibition above about 24%; further: 0% = median of the test wells and 100% = reference compound wells
TcdB inh: TcdB glycohydrolase inhibition; P18177; TcdB glycohydrolase enzymatic assay, plate reader; inhibition, % at 9.99 µM; 0.24% of 350,000 active; in the data active means inhibition above about 10%
Target sequence (P18177 whole entry, looked up): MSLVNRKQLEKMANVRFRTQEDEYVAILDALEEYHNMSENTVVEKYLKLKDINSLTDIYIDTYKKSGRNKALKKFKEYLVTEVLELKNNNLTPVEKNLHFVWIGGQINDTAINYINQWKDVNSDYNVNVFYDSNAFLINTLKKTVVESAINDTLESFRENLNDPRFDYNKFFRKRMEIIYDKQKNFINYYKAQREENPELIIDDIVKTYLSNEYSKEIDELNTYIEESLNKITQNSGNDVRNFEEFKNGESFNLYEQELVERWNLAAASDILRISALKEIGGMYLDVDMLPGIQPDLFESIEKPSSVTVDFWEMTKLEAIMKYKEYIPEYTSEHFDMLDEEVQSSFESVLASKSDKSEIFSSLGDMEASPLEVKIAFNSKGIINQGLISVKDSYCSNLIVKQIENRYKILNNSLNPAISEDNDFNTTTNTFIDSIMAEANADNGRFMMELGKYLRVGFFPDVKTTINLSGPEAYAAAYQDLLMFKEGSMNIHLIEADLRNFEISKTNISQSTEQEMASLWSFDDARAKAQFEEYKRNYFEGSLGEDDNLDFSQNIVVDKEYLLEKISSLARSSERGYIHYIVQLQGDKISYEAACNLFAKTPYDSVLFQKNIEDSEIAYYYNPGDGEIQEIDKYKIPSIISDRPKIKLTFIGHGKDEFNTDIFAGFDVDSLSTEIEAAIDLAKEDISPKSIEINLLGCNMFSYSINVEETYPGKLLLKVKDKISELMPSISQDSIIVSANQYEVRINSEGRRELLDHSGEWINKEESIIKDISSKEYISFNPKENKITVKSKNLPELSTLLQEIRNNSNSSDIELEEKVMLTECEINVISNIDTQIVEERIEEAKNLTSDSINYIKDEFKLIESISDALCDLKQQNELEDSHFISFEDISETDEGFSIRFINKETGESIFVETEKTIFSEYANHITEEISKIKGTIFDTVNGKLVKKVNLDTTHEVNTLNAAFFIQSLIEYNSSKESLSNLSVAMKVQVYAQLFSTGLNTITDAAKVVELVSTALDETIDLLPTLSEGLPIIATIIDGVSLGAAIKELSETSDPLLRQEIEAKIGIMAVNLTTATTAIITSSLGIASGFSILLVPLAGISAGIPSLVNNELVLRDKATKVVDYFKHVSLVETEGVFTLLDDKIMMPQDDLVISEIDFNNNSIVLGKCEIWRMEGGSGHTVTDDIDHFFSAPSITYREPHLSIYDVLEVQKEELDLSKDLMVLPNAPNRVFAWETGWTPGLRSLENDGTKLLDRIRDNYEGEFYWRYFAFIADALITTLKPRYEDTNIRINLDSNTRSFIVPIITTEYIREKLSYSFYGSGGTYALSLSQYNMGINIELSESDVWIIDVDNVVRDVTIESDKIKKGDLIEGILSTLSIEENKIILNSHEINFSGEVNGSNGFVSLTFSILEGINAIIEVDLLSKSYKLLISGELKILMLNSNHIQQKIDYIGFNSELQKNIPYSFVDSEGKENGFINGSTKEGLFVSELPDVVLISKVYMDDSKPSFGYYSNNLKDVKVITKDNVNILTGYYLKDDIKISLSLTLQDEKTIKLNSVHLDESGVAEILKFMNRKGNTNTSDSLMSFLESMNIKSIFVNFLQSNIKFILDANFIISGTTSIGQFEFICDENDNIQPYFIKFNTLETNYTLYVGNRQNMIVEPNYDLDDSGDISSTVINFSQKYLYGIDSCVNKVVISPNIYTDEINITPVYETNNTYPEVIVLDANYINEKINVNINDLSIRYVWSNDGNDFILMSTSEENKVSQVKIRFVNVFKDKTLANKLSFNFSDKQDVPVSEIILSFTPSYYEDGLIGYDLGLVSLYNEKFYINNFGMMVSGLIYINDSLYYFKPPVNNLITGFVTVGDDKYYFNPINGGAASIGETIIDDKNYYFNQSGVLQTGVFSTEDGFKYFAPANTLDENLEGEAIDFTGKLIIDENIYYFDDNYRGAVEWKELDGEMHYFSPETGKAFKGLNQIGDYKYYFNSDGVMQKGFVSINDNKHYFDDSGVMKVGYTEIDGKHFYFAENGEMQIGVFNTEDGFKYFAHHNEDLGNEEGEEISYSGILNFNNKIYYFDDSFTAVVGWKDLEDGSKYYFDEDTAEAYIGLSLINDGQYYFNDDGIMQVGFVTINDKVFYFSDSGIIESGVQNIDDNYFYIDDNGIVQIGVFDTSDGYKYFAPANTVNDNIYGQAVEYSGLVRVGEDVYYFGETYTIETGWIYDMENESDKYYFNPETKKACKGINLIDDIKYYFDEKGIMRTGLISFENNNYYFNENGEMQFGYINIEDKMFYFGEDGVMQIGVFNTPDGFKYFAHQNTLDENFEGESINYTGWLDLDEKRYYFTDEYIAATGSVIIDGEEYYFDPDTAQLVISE
Anthrax LF inh2: blocks Bacillus anthracis lethal factor protease; multiplex microsphere protease cleavage assay, LF; P15917; inhibition, % at 10 µM; 0.12% of 360,000 active; further: plate controls were buffer without enzyme for full effect and enzyme alone for no effect
Active calls of the source: *; ? = inconclusive; . = no result given; & = joins results of further samples. Unless noted, no stated cut-off is given here; in the data, active means inhibition above about 30%; inconclusive means no clear call, values can overlap the other calls; inactive means below that.

Structure	PrPC TRFRET	PfHsp40 rescue	CCHFV vOTU inh	BoNT F protease	FadD28 FP inh	Yp Topo-I inh	BoNT-A LC inh2	TcdB inh	Anthrax LF inh2
COc1ccc(C2CC(c3ccccc3)Nc3ncnn32)cc1 (stereo not drawn)	1	0.1	-5	-10	0.6	-8	-0.2	0.9	-3
CNc1cncc(-c2cc(OC)ccc2OC)n1	-9	.	4	-9	-2.5	2	-1.0	1.5	-10
COc1cccc(C(c2nnnn2Cc2ccccc2)N2CCN(C(=O)c3ccco3)CC2)c1OC (stereo not drawn)	-3	0.9	11	-10	-1.4	24	-0.3	.	-2
O=C(NC(=S)N1CCCc2ccccc21)c1ccco1	-5	-1.1	14	-7	0.2	0	-1.0	-3.4	-2
N#CC(C#N)=Cc1ccc(N2CCOCC2)cc1	4	-1.0	30*	-2	-1.4	-7	-0.8	0.5	-2
CCN(CC)C(=O)Oc1ccc2c(=O)c(-c3ccccc3)coc2c1	2	0.7	-7	4	0.1	-3	1.8	.	0
Cc1cc(=O)n2nc(N3CCCC3C(=O)NCCCN3CCCCC3)sc2n1 (stereo not drawn)	0	0.0	10	-5	0.6	2	0.0	.	-6
COc1cc(C(=O)ONC(=O)c2ccc(OC(F)F)cc2)cc(OC)c1OC	6	0.1	4	-1	-3.6	12	1.0	-0.5	0
CC(C)c1ccc(NC(=O)c2ccc(Br)o2)cc1	-1	1.1	6	1	0.7	-1	-0.1	.	0
NC(=O)c1ccc(NC(=O)COC(=O)c2ccc3c(c2)OCO3)cc1	6	0.5	-15	4	0.2	5	3.9	0.5	-6
CCn1ccnc1CN(C)Cc1cn(-c2ccc(C)cc2)nc1-c1ccc(F)cc1	0	1.5	2	-3	-3.1	38	-0.1	0.5	-1
Cc1cccc(N(C(=O)c2snc(C(N)=O)c2N)C(C(=O)NCC2CCCO2)c2c[nH]c3ccccc23)c1 (stereo not drawn)	-3	-2.1	14	-25	-2.5	21	-2.7	1.0	9
CC(C)N1OC2CC1c1nc3ccccc3n1C2 (stereo not drawn)	-4	-0.7	-8	-4	0.3	-2	0.3	1.0	-9
O=C1CN(C(=O)COC(=O)c2cccc(S(=O)(=O)NCc3ccccc3)c2)c2ccccc2N1	-5	-0.6	12	12	-3.7	3	0.3	.	-8
COC(=O)c1ccc(CN2C(=O)C(C)N(C(=O)c3c(F)cccc3F)c3ccccc32)cc1 (stereo not drawn)	9	-0.9	8	-4	-0.5	21	2.9	1.2	8

(listing goes on)
Structure	PrPC TRFRET	PfHsp40 rescue	CCHFV vOTU inh	BoNT F protease	FadD28 FP inh	Yp Topo-I inh	BoNT-A LC inh2	TcdB inh	Anthrax LF inh2
C[C@@]12C(=O)Nc3ccc(F)cc3C(=O)N1[C@H]1c3cc(Br)ccc3OC[C@@H]1[C@@H]2c1ccccc1	8	2.1	-10	0	-6.6	4	-0.1	-0.2	-9
Cc1ccc2cc(COC(=O)c3ccco3)c(=O)[nH]c2c1	6	-0.2	-6	-3	-0.2	-5	1.5	.	-1
CCCS(=O)(=O)N1CCCC(C(=O)NCCc2ccc(OC)c(OC)c2)C1 (stereo not drawn)	5	0.7	-5	0	-3.3	5	-0.1	.	2
CCc1ccc(NC(=O)CC2C(=O)N(c3ccc(C)cc3)C(=O)N2CCc2ccncc2)cc1 (stereo not drawn)	-8	-0.1	12	2	-3.6	2	0.9	1.2	1
NNC(=O)CNC(c1ccccc1)c1cc(Br)ccc1NC(=O)c1ccccc1Br (stereo not drawn)	6	0.0	-9	-6	-1.8	3	1.8	.	2
CC(NC(=O)COC(=O)CCc1nc2ccccc2c(=O)[nH]1)c1ccccc1 (stereo not drawn)	8	0.3	-8	4	-3.4	8	-1.1	1.1	2
O=C(c1ccc(-c2ccccc2)c(F)c1)C1CCCN(CCCn2cccn2)C1 (stereo not drawn)	2	0.3	2	4	-2.3	22	-0.1	0.3	-11
COc1cc(NC(=O)COC(=O)c2cc(S(=O)(=O)N3CCCCC3)ccc2Cl)c(C)cc1[N+](=O)[O-]	8	0.7	-3	2	-2.8	7	1.6	.	-2
COc1ccc(NC(=O)CN(C)S(=O)(=O)c2ccccc2)cc1OC	3	-0.5	-7	-4	0.3	6	?	0.6	-2
COc1ccc(-c2cc3cc(C(=O)O)ccn3c2C(=O)c2ccccc2)cc1	0	0.7	24	21	-1.1	3	25	-1.4	18
CCS(=O)(=O)N1CCN(C(=O)CC(C)C)CC1	4	-0.5	3	-8	-1.4	2	-1.1	.	2
CCC(C)[C@H](NC(=O)NC1CCCc2ccccc21)C(=O)OC (stereo partly drawn)	-2	-0.1	8	?	-1.8	-1	-0.8	0.6	-11
Nc1ccc(C(=O)N/N=C/c2cn(Cc3cccc(F)c3)c3ccccc23)cc1	14	1.6	0	2	-1.1	-20	-0.8	0.1	-1
O/N=C(\COc1ccccc1O)c1ccccc1	-1	0.4	-6	2	0.5	7	0.8	.	1
CC(C)=C(C)c1cc2nc(NCCCN(C)C)n(C)c(=O)c2s1	-15	.	11	1	-2.6	0	0.6	2.2	-6

New compounds follow:
Structure	PrPC TRFRET	PfHsp40 rescue	CCHFV vOTU inh	BoNT F protease	FadD28 FP inh	Yp Topo-I inh	BoNT-A LC inh2	TcdB inh	Anthrax LF inh2
CN=C(Nc1ccc(Br)cc1)SC1CC(=O)N(c2ccc(OC)cc2)C1=O (stereo not drawn)	6	43*	-8	-2	-4.7	8	0.2	0.5	-1
O=C(c1ccc2c(=O)n(-c3ccccc3)c(=O)[nH]c2c1)N1CCCCC1	2	0.9	-23	-2	-3.4	2	0.1	2.9	0
Cc1ccc(S(=O)(=O)N2CCN(C(=O)Cc3ccccc3)CC2)cc1	0	0.2	-4	-11	-0.6	0	-0.1	.	-6
COc1cccc(NC(=O)CN2C(=O)COc3ccc(S(=O)(=O)N4CCOCC4)cc32)c1	-5	0.2	0	2	1.0	-9	0.3	1.4	2
COCCCn1nnnc1SCC(=O)N1CCCC1	3	-1.1	-10	-36	-5.1	3	-2.6	.	-8
COc1ccc([N+](=O)[O-])cc1NC(=O)c1cc(C)c(C)o1	1	0.2	-7	-3	-0.9	1	-0.7	1.1	-1
COc1ccc(OC)c(-c2oc3ccccc3c(=O)c2O)c1	1	1.0	22	0	-2.4	12	-0.9	.	7
O=C(CN1CCN(S(=O)(=O)/C=C/c2ccccc2)CC1)Nc1ccccc1N1CCOCC1	0	-0.5	8	.	-0.7	25	.	0.9	.
CCC1=Nc2cc(C(=O)N3CCC4(CC3)OCCO4)ccc2Sc2ccc(Br)cc21	7	0.1	-6	.	-4.3	10	.	-1.9	.
O=C1OC(Oc2ccccc2)(c2ccccc2)c2ccccc21 (stereo not drawn)	0	1.3	-2	-8	-4.5	-3	-0.5	.	0
Cc1cc(C)c[n+](CC(=O)c2ccc(C)c([N+](=O)[O-])c2)c1	3	-1.5	-8	?	-1.2	-3	3.9	0.8	7
CN(C)CCNC(=O)c1cccc2ccc(-c3ccc(-c4ccccc4)cc3)nc12	-16	-1.8	-94	-27	-12	-12	0.6	4.6	-1
Cc1ccccc1CSc1nc2[nH]ncc2c(=O)[nH]1	5	0.1	-3	1	-2.3	-2	0.2	0.0	-1
COC(=O)c1ccc(NC(=O)CCN2CCCCC2)cc1	0&-10	1.1&-0.7	-1&6	-13&-16	0.1&-0.6	-2&-1	-0.1&-0.3	.	0&1
Cc1c(C(=O)NNc2cc(=O)n(C)c(=O)n2C)cccc1[N+](=O)[O-]	-10	-1.6	11	-12	-0.9	-6	-0.3	-0.3	4

Further results.
Structure	PrPC TRFRET	PfHsp40 rescue	CCHFV vOTU inh	BoNT F protease	FadD28 FP inh	Yp Topo-I inh	BoNT-A LC inh2	TcdB inh	Anthrax LF inh2
CN1CCc2c([nH]c3ccccc23)C1	2	0.3	-7	-2	0.1	3	-0.3	-1.0	1
Cc1ccc(S(=O)(=O)N2CCC(C(=O)N(C)C3CCS(=O)(=O)C3)CC2)cc1 (stereo not drawn)	5	0.7	7	4	-0.3	7	0.1	.	2
COc1ccc(C(=O)N/N=C/c2ccc(N(C)c3ccccc3)cc2)cc1	9	.	-11	.	3.9	10	.	1.2	.
COC(=O)C1CCN(C(=O)C23CCC(C)(C(=O)O2)C3(C)C)CC1 (stereo not drawn)	2	-0.2	-3	0	-0.2	0	-0.2	.	-2
CC(C)[C@H](NC(=O)C1CCN(C(=O)[C@@H]2CCCN2)CC1)C(=O)NCc1ccc(F)cc1	1	1.6	-9	0	-3.8	-1	-0.5	0.9	-4
CN1CC2([N+](=O)[O-])CC=C(Oc3ccccc3)C([N+](=O)[O-])(C1)C2 (stereo not drawn)	-1	1.1	1	14	-6.3	2	0.1	.	-6
C/C=C/c1ccc(OCCOc2cccc3cccnc23)c(OC)c1	1	1.5	10	-2	-5.0	46	-0.6	-0.3	-2
CCc1ccccc1NC(=O)Cn1c(=O)n(-c2ccc(CC(=O)NCC3CCCO3)cc2)c(=O)c2ccccc21 (stereo not drawn)	5	-0.8	7	5	-1.3	-2	0.1	0.1	-4
COc1ccc(CN(C)CC(=O)Nc2ccc(Cl)cc2C(F)(F)F)c(OC)c1	3	-0.1	15	-3	-5.6	44	0.1	.	-2
C#CCOCCOCCOCCNc1nc(N2CCN(C(=O)C([C@@H](C)O)n3cc([C@@H](N)CCCCN)nn3)CC2)nc(N2CCN(C(=O)[C@H](CC(N)=O)n3cc([C@@H](N)C(C)C)nn3)CC2)n1 (stereo partly drawn)	4	-1.1	-3	-5	-3.2	-17	-0.4	1.1	-3
O=C(Nc1ccc(F)c(Cl)c1)c1cc(C2CCCN(S(=O)(=O)c3cccc4cccnc34)C2)on1 (stereo not drawn)	6	.	6	-2	-4.5	6	0.3	-5.4	-5
CN(Cc1cccs1)C(=O)C1CC(=O)N(Cc2ccccc2)C1 (stereo not drawn)	-3	1.3	-1	-6	-1.2	1	-1.7	-0.1	-5
Cc1cc(C)n(-c2nc3ccccc3nc2N2CCN(S(=O)(=O)c3cccc(C#N)c3)CC2)n1	-8	-0.3	2	-16	0.0	36	9.7	0.8	-4
O=C(Nc1ccc(N2CCN(C(=O)c3ccc(Cl)cc3)CC2)cc1)c1ccc2c(c1)OCCO2	2	0.9	-14	-8	0.0	29	-1.1	.	-1
Oc1ccccc1C1=NCCNC(C(F)(F)F)=C1	-2	0.1	10	-2	0.2	12	-0.3	-0.6	2

Structures from the list above that have a thiophene ring, fused or not:
Structure	PrPC TRFRET	PfHsp40 rescue	CCHFV vOTU inh	BoNT F protease	FadD28 FP inh	Yp Topo-I inh	BoNT-A LC inh2	TcdB inh	Anthrax LF inh2
CC(C)=C(C)c1cc2nc(NCCCN(C)C)n(C)c(=O)c2s1	-15	.	11	1	-2.6	0	0.6	2.2	-6
CN(Cc1cccs1)C(=O)C1CC(=O)N(Cc2ccccc2)C1 (stereo not drawn)	-3	1.3	-1	-6	-1.2	1	-1.7	-0.1	-5

(next part)
Structure	PrPC TRFRET	PfHsp40 rescue	CCHFV vOTU inh	BoNT F protease	FadD28 FP inh	Yp Topo-I inh	BoNT-A LC inh2	TcdB inh	Anthrax LF inh2
N#Cc1c(N)oc(-c2ccc3c(c2)OCO3)c1-c1ccc2c(c1)OCO2	-1	-0.5	-4	6	-0.6	-10	-0.8	.	4
COc1ncccc1-c1ccc2nncn2c1	8	.	-5	2	0.2	0	-0.7	-1.6	-1
CN(C)CCN(C)C1CN(CCc2ccccc2)S(=O)(=O)C1 (stereo not drawn)	-3	.	3	1	0.3	.	1.2	-5.8	0
COC(=O)C1CCN(CC(=O)Nc2ccc(OC)c(Cl)c2)CC1	4	-0.6	-6	-1	-4.9	9	0.6	0.1	-4
CN(CC(=O)Nc1ccc(F)cc1)C(=O)COc1ncnc2ccccc12	5	-0.2	2	3	-1.6	-8	-0.6	0.6	-6
Cc1ccc(C(=O)CC2(O)C(=O)N(C)c3ccccc32)s1 (stereo not drawn)	-9	-0.1	-10	2	-4.0	4	0.0	0.1	1
COc1cc(CN2CCCN(C)CC2)c([N+](=O)[O-])cc1OC	-12	0.0	-3	?	-1.3	-1	1.5	0.1	6
C[C@H]1CCC(=O)N([C@H](CSc2ccccc2)Cc2ccccc2)CC1	10	3.5	8	-6	-2.5	60*	0.0	1.7	0
COc1ccc(N2CCN(C3=CC(=O)N(c4cccc(Cl)c4)C3=O)CC2)cc1	2	-0.5	24	-2	1.6	12	-0.2	0.3	-9
Cc1cc(CNC(=O)Nc2ccc3c(c2)OCO3)nn1C	2	0.5	-11	3	-1.5	5	4.2	.	?

From PubChem BioAssay
